Bioassay records (PubChem BioAssay)
MBD2 DNA inh – inhibitors of MBD2 binding to methylated DNA, primary screen, biochemical, TR-FRET, DNA-binding domain, human | Methyl-CpG-binding domain protein 2 (Homo sapiens), Q9UBB5 | MBD2 binding to methylated oligonucleotide | inhibition, % at 4.4 µM | 0.31% of 370,000 active; in the data active means inhibition above about 13%
ARFGAP1 inhibitor – inhibitors of rat ARFGAP1 GAP activity, primary screen, biochemical, fluorescence polarization, GDP tracer; inhibition, % at 16.5 µM; 0.26% of 360,000 active; ADP-ribosylation factor GTPase-activating protein 1 (Rattus norvegicus), Q62848; Arfgap1-stimulated ARF1 GTP hydrolysis, GDP FP detection; AID 651572, 2012;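 active means inhibition above a per-plate limit, mean inhibition of low control wells plus 3 SD, cut at about 25% in these data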;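 further: 0% = DMSO wells with enzyme and 100% = wells lacking Arfgap1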
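Assay system: purified rat His6-Arfgap1 residues 1-136 (GAP domain); Reagent: human Δ17 ARF1 bound to GTP; Dosing: 16.5 µM single point, 1.26% DMSO; Times: GTP hydrolysis reaction 2 h at 25 °C; Signal: FP, GDP Alexa 633 tracer displaced from anti-GDP antibody, 620/688 nm; Measure: % inhibition from polarization.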
Tn7 DDE FP – inhibitors of Tn7 peptide binding to fibrin DD(E), primary screen, biochemical, fluorescence polarization, human fibrin, Tn7 probe | inhibition, % at 8.3 µM | FP displacement of FITC-Tn7 peptide from fibrin DD(E); 0% = median of compound wells per plate | Fibrinogen beta chain (Homo sapiens), P02675 | 0.13% of 370,000 active;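 active means inhibition above the mean of compounds falling within the control limits plus 3 SD of them, cut at about 14% in these data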;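 further: 0% = plate median of compound wells and 100% = 10 µM Aha-Tn7 peptide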
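Test system – human fibrin DD(E) · Times – 10 min preincubation, 3 h with tracer, room temperature · Detection – fluorescence polarization of the labelled Tn7 tracer · Measure – percent inhibition normalized to high-control wells · Benchmarks – high control wells with 10 µM unlabelled Aha-Tn7 peptide (full inhibition) · Repeats – singlicate testing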
DDE Tn6 FP inh – inhibitors of Tn6 peptide binding to fibrin DD(E), primary screen, biochemical, fluorescence polarization, human fibrin, Tn6 probe; inhibition, % at 8.3 µM; Fibrinogen beta chain (Homo sapiens), P02675; Fibrin DD(E) TRITC-Tn6 fluorescence polarization displacement; 0.21% of 370,000 active;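 active means inhibition above a per-campaign cutoff: mean of compounds within control limits plus 3 SD, cut at about 15% in these data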;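 further: 0% = median of all compound wells on the plate and 100% = blocking peptide control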
PLCb3 inh – human PLC-beta3 inhibitors, primary screen, biochemical, fluorescence | inhibition, % at 12.2 µM | Purified PLC-beta3, fluorogenic substrate | AID 720704, 2013 | 0.18% of 370,000 active | 1-phosphatidylinositol 4,5-bisphosphate phosphodiesterase beta-3 (Homo sapiens), Q01970; in the data active means inhibition above about 11%;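 further: 0% = median of compound wells on plate and 100% = full blocker control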
PLCg1 inh – PLC-gamma1 enzyme inhibitors, primary screen, biochemical, fluorescence, purified enzyme; 1-phosphatidylinositol 4,5-bisphosphate phosphodiesterase gamma-1 (Homo sapiens), P19174; fluorogenic substrate; inhibition, % at 12.2 µM; 0.84% of 370,000 active; AID 720700, 2013; in the data active means inhibition above about 9.5%
proKLK7 act – proKLK7 zymogen activators, primary screen, biochemical, fluorescence intensity; purified proKLK7, EDANS-DABCYL substrate fluorescence; 100% is mature enzyme control, 0% vehicle; 0.9% of 370,000 active; AID 652039, 2013; Kallikrein-7 (Homo sapiens), P49862; activation, % at 7 µM;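 active means activation above the mean of all tested compounds plus 3 SD, computed per campaign excluding outliers beyond control limits, cut at about 13% in these data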
Target sequence (P49862 whole entry, looked up): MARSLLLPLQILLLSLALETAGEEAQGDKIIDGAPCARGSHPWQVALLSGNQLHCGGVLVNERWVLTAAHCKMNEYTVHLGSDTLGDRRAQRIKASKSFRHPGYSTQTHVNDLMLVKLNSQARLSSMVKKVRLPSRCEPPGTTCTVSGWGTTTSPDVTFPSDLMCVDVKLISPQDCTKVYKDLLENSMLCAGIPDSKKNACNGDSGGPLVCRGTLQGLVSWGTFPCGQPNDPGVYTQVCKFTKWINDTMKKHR
UHRF1 MBD2 ctr – UHRF1 methylated DNA binding inhibitors, primary screen, counter-screen for MBD2 inhibitor project, biochemical, TR-FRET, human UHRF1, single concentration; E3 ubiquitin-protein ligase UHRF1 (Homo sapiens), Q96T88; UHRF1 binding to methylated oligo; inhibition, % at 4.4 µM; 0.75% of 370,000 active; in the data active means inhibition above about 21%;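 further: UHRF1 SRA domain binding a hemimethylated CpG hairpin DNA probe; 0% = median of test compound wells and 100% = reference inhibitor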
Target sequence (Q96T88 whole entry, looked up, the tested form may be a part): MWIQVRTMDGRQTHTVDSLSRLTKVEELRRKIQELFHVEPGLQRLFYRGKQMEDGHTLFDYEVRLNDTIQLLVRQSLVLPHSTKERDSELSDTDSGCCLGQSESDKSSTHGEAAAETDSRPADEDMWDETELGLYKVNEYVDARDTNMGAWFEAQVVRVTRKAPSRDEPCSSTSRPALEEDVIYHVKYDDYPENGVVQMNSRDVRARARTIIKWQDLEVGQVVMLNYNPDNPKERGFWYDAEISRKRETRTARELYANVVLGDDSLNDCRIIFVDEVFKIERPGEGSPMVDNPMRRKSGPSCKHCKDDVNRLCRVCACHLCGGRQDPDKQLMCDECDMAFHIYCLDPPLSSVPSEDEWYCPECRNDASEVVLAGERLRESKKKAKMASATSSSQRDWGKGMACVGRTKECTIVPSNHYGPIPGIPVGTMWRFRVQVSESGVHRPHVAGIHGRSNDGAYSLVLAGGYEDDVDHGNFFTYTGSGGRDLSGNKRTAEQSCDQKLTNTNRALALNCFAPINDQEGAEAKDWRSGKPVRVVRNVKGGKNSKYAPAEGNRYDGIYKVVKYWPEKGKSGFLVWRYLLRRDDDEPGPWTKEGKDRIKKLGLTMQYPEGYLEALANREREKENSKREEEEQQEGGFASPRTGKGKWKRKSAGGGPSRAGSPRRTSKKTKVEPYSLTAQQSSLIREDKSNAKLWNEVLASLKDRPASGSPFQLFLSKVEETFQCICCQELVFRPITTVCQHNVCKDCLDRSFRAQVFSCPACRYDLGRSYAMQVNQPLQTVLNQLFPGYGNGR
ADAM17 inh – ADAM17 inhibitors, primary screen, biochemical, QFRET. Disintegrin and metalloproteinase domain-containing protein 17 (Homo sapiens), P78536. recombinant ADAM17, EDANS/DABCYL FRET peptide cleavage. inhibition, % at 6.95 µM. 0.83% of 370,000 active. AID 720648, 2013;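 active means inhibition above the mean of compounds lying between control limits plus 3 SD, set per campaign, cut at about 8.5% in these data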;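 further: 0% = DMSO-only wells as the low control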
ASAP1 inh – inhibitors of human ASAP1 ArfGAP activity, primary screen, biochemical, fluorescence polarization; ASAP1-stimulated ARF1 GTP hydrolysis, GDP FP detection; inhibition, % at 16.5 µM; 0.19% of 360,000 active; AID 624377, 2012; in the data active means inhibition above about 25%;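 further: 0% = vehicle with enzyme and substrate and 100% = no enzyme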
Numbers without * were called inactive; . = not tested or not shown.

SMILES	MBD2 DNA inh	ARFGAP1 inhibitor	Tn7 DDE FP	DDE Tn6 FP inh	PLCb3 inh	PLCg1 inh	proKLK7 act	UHRF1 MBD2 ctr	ADAM17 inh	ASAP1 inh
O=C(CN1CCN(Cc2ccccc2)CC1)N/N=C\c1c2ccccc2cc2ccccc12	-5	.	-3	-1	-25	-20	0.2	-5	2	.
CCCC(=O)OCC(=O)Nc1ccccc1Sc1ccccc1	-7	8	0	6	-2	2	0.2	-2	3	-9
CC(C)c1ccc(/C=C/C(=O)NCc2ccc(S(N)(=O)=O)cc2)cc1	-2	-6	-1	0	-7	-2	0.4	0	-2	-1
Cc1cccc(-c2noc(-c3cc4ccccc4oc3=O)n2)c1	1	-10	3	0	-6	-8	-1.1	2	-12	-9
Cn1nnnc1SCC(=O)N1CCCc2ccccc21	0	-6	5	-4	0	-1	-0.6	1	-6	-3
CC(C)(Oc1ccc(Cl)cc1)C(=O)NCc1ccco1	2	-2	4	-5	0	-1	0.1	-2	-5	10
O=C(c1cc(Cl)c(=O)n(Cc2ccccc2)c1)N1CCOCC1	-3	-2	10	-2	0	4	0.1	-4	-1	2
CC(=O)Nc1ccc(Oc2sc(C(=O)c3ccccc3)c(N)c2C#N)cc1	0	12	7	-1	-27	-26	0.1	0	2	5
Cc1cc(C(=O)CSc2nc3ccccc3c(=O)[nH]2)c(C)n1C	-5	10	5	1	-11	-6	-0.2	-3	-1	-1
C=CCn1c(SCC(=O)NCCCO)nc2sc3c(c2c1=O)CCC3	6	-5	-1	1	-6	2	-0.1	-1	-4	2
COCC(=O)Nc1nc(-c2ccc(C)cc2)c(C)s1	-1	17	1	-1	2	5	0.0	-2	1	-4
O=C(NC1CCCC1)C(c1ccsc1)N(C(=O)Cc1cccs1)c1ccc(F)cc1 (configuration not stated)	4	-12	-3	7	3	2	-0.2	-4	0	9
c1cc(-c2nnc3n2CCC3)[nH]n1	-1	7	-8	2	0	1	0.0	-1	0	6
CC1CCN(C(=O)c2cc(Cl)nc3ccccc23)CC1	4	-1	-6	1	2	2	0.8	3	-1	-11
COCCn1c(SCCCc2ccccc2)nc2c1c(=O)[nH]c(=O)n2C	-2	14	4	-1	-3	6	0.4	2	-1	-12
CCc1ccc(-c2nc(CN3CCC(C(=O)NCCN(CC)c4ccccc4)CC3)c(C)o2)cc1	5	12	-1	-1	5	8	0.3	-2	0	5
CC1Cc2ccccc2N1C(=O)c1cnc2sccn2c1=O (configuration not stated)	-4	-9	6	3	1	1	0.1	1	2	10
COc1cc(C)c(C2NC(=O)c3ccccc3N2)cc1C (configuration not stated)	5	7	5	-5	-137	-107	4.5	-2	-94	7
O=C(NCc1ccon1)C1CCC(=O)N(CCc2ccc(Cl)cc2)C1 (configuration not stated)	2	-6	2	6	-3	0	-0.5	-2	-4	-8
Cc1ccc(-n2ncc3c(NCc4cccnc4)ncnc32)c(C)c1	-6	-4	9	4	2	-1	1.1	-4	-3	-7
CC1CCN(S(=O)(=O)c2ccc(S(=O)(=O)NCc3ccccc3)cc2)CC1	0	-3	6	0	0	2	-0.3	2	-2	10
NS(=O)(=O)c1ccc(NC(=S)NCC2CCCO2)cc1 (configuration not stated)	5	-4	1	-2	2	-2	0.4	-1	2	-11
CC(C)CC(C(=O)Nc1ccccc1)N1C(=O)C2C3C=CC(C3)C2C1=O (configuration not stated)	0	-8	-3	6	-7	0	-0.4	0	-2	8
CCOC(=O)[C@]12CCC=C1N(Cc1ccco1)C(=O)[C@H](CC(=O)N1CCN(C(=O)c3ccco3)CC1)C2	-1	-7	-9	1	-2	-3	0.9	0	-1	2
COc1ccc(S(=O)(=O)Nc2ccc(NC(C)=O)cc2)cc1Br	9	11	-3	-4	-3	3	0.2	5	-5	1
(further entries)
SMILES	MBD2 DNA inh	ARFGAP1 inhibitor	Tn7 DDE FP	DDE Tn6 FP inh	PLCb3 inh	PLCg1 inh	proKLK7 act	UHRF1 MBD2 ctr	ADAM17 inh	ASAP1 inh
COc1ccc(CCNC(=O)Cn2ncc3c2-c2cc(C)ccc2OC3)cc1	2	.	-3	2	3	1	0.2	-2	-1	.
Cc1ccc(C(C(=O)NC2CCCCC2)N(Cc2ccco2)C(=O)Cc2c[nH]c3ccccc23)o1 (configuration not stated)	2	6	-11	0	-3	0	-0.1	-2	4	14
O=C(Nc1cccc(F)c1)C1CCN(C(=O)N2CCOc3ccccc32)CC1	-2	-2	5	5	1	1	1.3	-2	0	0
CCn1c(SCC(=O)Nc2ccc(Br)cc2)nc2sc3c(c2c1=O)CCN(C)C3	0	11	-2	-4	-104	-71	-1.3	-4	-51	3
O=C(c1ccc2c(c1)OCO2)C1CCCN(Cc2cccc(C(F)(F)F)c2)C1 (configuration not stated)	2	-15	-1	5	0	-1	0.7	0	5	-1
CCOC(=O)c1ccc(NC(=O)C2C3C=CC(C3)C2C(=O)O)cc1 (configuration not stated)	-1	-14	-2	11	-3	-2	0.1	-2	1	4
CCCCSc1nnc(CNC(=O)C23CC4CC(CC(C4)C2)C3)n1Cc1ccccc1	-6	4	2	12	2	0	0.1	-3	8	-4
O=C(NCc1ccccn1)C(=O)Nc1nc(-c2ccccc2)cs1	-4	9	-2	-8	-5	2	0.6	0	2	5
c1cncc(-c2nc(-c3cccs3)cs2)c1	1	7	-6	-4	-15	-8	0.4	-3	-7	-2
CC1(c2nnnn2C2CCCCC2)CCC(=O)N1Cc1ccc2c(c1)OCO2 (configuration not stated)	1	5	4	1	5	4	0.6	0	-1	-2
COC(=O)c1sc(S(=O)(=O)N2CCCCC2C)c(C(=O)OC)c1C (configuration not stated)	7	-2	0	-7	-9	-1	0.1	2	-2	-7
CNS(=O)(=O)c1cccc(C(=O)NCC2(N3CCCCC3)CCCCC2)c1	0	-12	-2	2	-8	1	-0.7	2	-6	6
Cc1ccc(Oc2ncccc2/C=N/OCc2ccc(Cl)c(Cl)c2)cc1	2	8	-4	0	-3	-2	0.3	1	-2	-9
CC1CC1C(=O)N1CCC(Oc2cccnc2)CC1 (configuration not stated)	-7	.	-1	2	3	1	0.1	-2	-3	.
O=C(Nc1cccc(-n2cccn2)c1)C1CCCN(Cc2ccccc2F)C1 (configuration not stated)	2	-2	-5	-3	-1	5	0.3	3	11*	-3
Cn1c(=O)n(Cc2ccco2)c(=N)c2c3c(sc21)CCCC3	-3	7	-3	0	4	-2	0.6	-2	-1	1
Cc1cccc(CN2CCN(C3CN(C4CCCCC4)S(=O)(=O)C3)CC2)c1 (configuration not stated)	2	0	-6	3	-4	3	0.0	1	0	2
CCOc1ccccc1OCC(=O)Nc1ccc(N2CCCCC2)cc1	-2	10	-3	0	2	-1	-0.2	2	0	1
COc1ccc(F)cc1S(=O)(=O)NCCCn1ccnc1	0	-9	-3	8	-4	-3	0.0	1	-2	-2
CCCn1cc(CN2CCCC(C(=O)c3cccc(OC(C)C)c3)C2)c(C)n1 (configuration not stated)	-4	0	-1	-1	-7	-7	1.6	2	-4	-20
COc1ccc(C2(C)CC(=O)NC2=O)cc1 (configuration not stated)	-1	3	2	2	0	6	0.6	0	-1	1
Cn1c(NCc2cccnc2)nc2cc(-c3ccc(F)cc3)sc2c1=O	1	16	5	-5	-8	-1	-0.1	0	-6	-3
O=S(=O)(CCn1cccc1)CCn1cccc1	-5	7	-8	5	3	4	-0.9	2	5	0
CC(OCC(O)CN1CCCCC1CCO)c1ccc(Cl)cc1 (configuration not stated)	-5	2	4	7	-7	0	0.3	1	-1	0
N#C/C(=C\c1c[nH]c2ccc(Br)cc12)c1ccccn1	-1	11	5	-7	-10	-4	-7.7	2	-5	15

Eleven entries from above, bar-delimited.
compound | MBD2 DNA inh | ARFGAP1 inhibitor | Tn7 DDE FP | DDE Tn6 FP inh | PLCb3 inh | PLCg1 inh | proKLK7 act | UHRF1 MBD2 ctr | ADAM17 inh | ASAP1 inh
O=C(Nc1cccc(-n2cccn2)c1)C1CCCN(Cc2ccccc2F)C1 (configuration not stated) | 2 | -2 | -5 | -3 | -1 | 5 | 0.3 | 3 | 11* | -3
Cn1c(=O)n(Cc2ccco2)c(=N)c2c3c(sc21)CCCC3 | -3 | 7 | -3 | 0 | 4 | -2 | 0.6 | -2 | -1 | 1
Cc1cccc(CN2CCN(C3CN(C4CCCCC4)S(=O)(=O)C3)CC2)c1 (configuration not stated) | 2 | 0 | -6 | 3 | -4 | 3 | 0.0 | 1 | 0 | 2
CCOc1ccccc1OCC(=O)Nc1ccc(N2CCCCC2)cc1 | -2 | 10 | -3 | 0 | 2 | -1 | -0.2 | 2 | 0 | 1
COc1ccc(F)cc1S(=O)(=O)NCCCn1ccnc1 | 0 | -9 | -3 | 8 | -4 | -3 | 0.0 | 1 | -2 | -2
CCCn1cc(CN2CCCC(C(=O)c3cccc(OC(C)C)c3)C2)c(C)n1 (configuration not stated) | -4 | 0 | -1 | -1 | -7 | -7 | 1.6 | 2 | -4 | -20
COc1ccc(C2(C)CC(=O)NC2=O)cc1 (configuration not stated) | -1 | 3 | 2 | 2 | 0 | 6 | 0.6 | 0 | -1 | 1
Cn1c(NCc2cccnc2)nc2cc(-c3ccc(F)cc3)sc2c1=O | 1 | 16 | 5 | -5 | -8 | -1 | -0.1 | 0 | -6 | -3
O=S(=O)(CCn1cccc1)CCn1cccc1 | -5 | 7 | -8 | 5 | 3 | 4 | -0.9 | 2 | 5 | 0
CC(OCC(O)CN1CCCCC1CCO)c1ccc(Cl)cc1 (configuration not stated) | -5 | 2 | 4 | 7 | -7 | 0 | 0.3 | 1 | -1 | 0
N#C/C(=C\c1c[nH]c2ccc(Br)cc12)c1ccccn1 | -1 | 11 | 5 | -7 | -10 | -4 | -7.7 | 2 | -5 | 15
